LYP phosphatase: inhibitors of LYP phosphatase, biochemical, fluorescence intensity, uHTS (AID 1779); Tyrosine-protein phosphatase non-receptor type 22 (Homo sapiens); recombinant LYP phosphatase, fluorescence intensity; higher % means a stronger effect; inhibition, % at 11.5 µM, or IC50 in µM where a hit was titrated; 0.054% of 290,000 active; in the data active = inhibition above about 50%;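 also: plate controls were vehicle with enzyme for no effect and no enzyme for full effect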
Myeloid diff MLP: induction of myeloid progenitor differentiation, primary screen, cell-based, flow cytometry, MLPCN library. ER-HoxA9 myeloid progenitors, lysozyme-GFP differentiation. calls only at 10 µM. AID 624256, 2012. 1% of 360,000 active;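 active = normalized GFP-positive differentiation at or above the plate's own cutoff, the solvent-only control mean plus 3 SD; inconclusive = no clear call, values can overlap the other calls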;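 also: cells exposed to compound for four days before flow analysis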
HIV peptide binding: inhibitors of HIV fusion peptide binding, primary screen, biochemical, uHTS, fluorescence dequenching (AID 1986). cell-free peptide binding, fluorescence dequenching, 30 min; higher % means a stronger effect. inhibition, % at 20 µM; hits with a dose series show IC50 in µM. 0.3% of 290,000 active; in the data active = inhibition mostly above about 52%, no sharp cut-off; inactive = mostly below about 76%; also: some results filed as inactive read as strong as hits
GPR55 antagonists: GPR55 antagonists blocking LPI-driven arrestin recruitment, primary screen, imaging, U2OS, beta-arrestin-GFP, LPI agonist (AID 2013); U2OS GPR55 beta-arrestin-GFP translocation imaging, LPI antagonism; higher % means a stronger effect; one-dose inhibition, % at 10 µM; IC50 in µM for titrated hits; 0.13% of 290,000 active;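 active = spots per cell inhibited over 60%, with over 100 cells counted and total cytoplasm intensity under 500,000; inconclusive = wells with under 100 cells, flagged as likely toxic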;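 also: U2OS cells stably carrying GPR55 and arrestin-GFP stimulated by 5 µM LPI near EC80; imaged beta-arrestin-GFP aggregate spots per cell after agonist stimulation; plate controls were LPI-stimulated DMSO wells for no effect and DMSO wells without LPI for full effect; some results filed as inactive read as strong as hits; confirmed hits need IC50 under 10 µM and bright autofluorescent wells are also inconclusive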
NTR1 ag: agonists of NTR1, primary screen, imaging, U2OS cells, beta-arrestin-GFP, high content (AID 493036). Neurotensin receptor type 1 (Homo sapiens), P30989. NTR1-U2OS beta-arrestin-GFP spot imaging, agonist mode. activation, % at 20 µM. 0.17% of 330,000 active;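 active = activation at or above 40% of the spot to cytoplasm intensity ratio, with at least 20 cells analyzed; inconclusive = wells under 20 cells, flagged as cytotoxic or low count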;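 also: 0% = DMSO without peptide and 100% = 100 nM NTR1 peptide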
Target sequence (P30989 whole entry, looked up): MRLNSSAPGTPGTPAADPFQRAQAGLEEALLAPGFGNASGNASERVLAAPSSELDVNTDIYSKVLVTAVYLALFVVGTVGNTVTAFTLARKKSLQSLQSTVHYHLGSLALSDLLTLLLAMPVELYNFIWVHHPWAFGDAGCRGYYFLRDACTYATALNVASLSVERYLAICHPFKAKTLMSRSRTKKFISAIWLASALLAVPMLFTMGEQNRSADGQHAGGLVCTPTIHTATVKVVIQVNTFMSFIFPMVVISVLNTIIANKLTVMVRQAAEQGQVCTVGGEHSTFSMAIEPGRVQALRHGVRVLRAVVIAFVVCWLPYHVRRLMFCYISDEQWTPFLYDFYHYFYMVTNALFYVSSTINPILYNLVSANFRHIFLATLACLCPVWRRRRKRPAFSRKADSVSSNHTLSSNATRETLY
Salmonella PhoP GFP: inhibitors of PhoP regulon expression, primary screen, Salmonella Typhimurium, GFP reporter (AID 1863). 0.16% of 300,000 active. S. Typhimurium PhoP-regulated promoter GFP reporter, 4 h; higher % means a stronger effect. inhibition, % at 50 µM, or IC50 in µM where a hit was titrated;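 active = inhibition over 29.93%, a cutoff 3 SD above the screen mean, later confirmed by dose response; inconclusive = inhibition over 29.93% but no dose response follow-up; inactive = inhibition at most 29.93% or unconfirmed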;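 also: 0% = low Mg2+ inducing control and 100% = high Mg2+ repressing control; strong numbers were not always called active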
Rac1 GTP hydrolysis: MgcRacGAP GTPase-activating activity inhibitors, confirmation, biochemical, ADP Hunter fluorescence. one-dose inhibition, % at 30 µM; IC50 in µM for titrated hits. AID 624330, 2012. 0.6% of 340,000 active. Rac GTPase-activating protein 1 (Homo sapiens). MgcRacGAP-stimulated Rac1 GTP hydrolysis, ADP Hunter fluorescence; higher % means a stronger effect; GST-tagged Rac1 F28L mutant substrate;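 active = first-screen hits whose inhibition reached a set limit at any dose in the follow-up dose series; inconclusive = inhibition above the set first-screen limit but never retested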;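 also: fluorescence reports GDP produced by GAP-driven GTP hydrolysis; strong numbers were not always called active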
GPR35 antagonists: GPR35 antagonists blocking zaprinast-driven arrestin recruitment, primary screen, imaging, U2OS, beta-arrestin-GFP, zaprinast agonist (AID 2058). 0.052% of 290,000 active. U2OS GPR35 beta-arrestin-GFP translocation imaging, zaprinast antagonism; higher % means a stronger effect. G-protein coupled receptor 35 (Homo sapiens). inhibition, % at 10 µM, or IC50 in µM where a hit was titrated;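 active = inhibition of at least 50% with at least 30 cells and total cytoplasm GFP at most 10,000,000; inconclusive = under 30 cells or total GFP of 10,000,000 plus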
Siah-1 displacement: Siah-1 peptide-binding antagonists, primary screen, biochemical, fluorescence polarization, rhodamine-plectin, uHTS (AID 1817); E3 ubiquitin-protein ligase SIAH1 (Homo sapiens); Siah-1 / rhodamine-plectin peptide fluorescence polarization; higher % means a stronger effect; displacement, % at 20 µM; hits with a dose series show IC50 in µM; 0.02% of 290,000 active;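 active = displacement of at least 50% at 20 µM, with a fluorescence ratio check between 0.3 and a set limit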;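 also: plate controls were Siah plus tracer with DMSO for no effect and tracer alone without Siah for full effect; strong numbers were not always called active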
NTR1 ag cell count 20 µM: second read-out of NTR1 ag, no call of its own (marks repeat the call); cell count; measured here: cell count, cytotoxicity flag
Myeloid diff MLP GFP+ MAC1+ %: recorded beside Myeloid diff MLP, whose call it bears; GFP+ MAC1+ double positive, %; measured here: differentiation confirmed by MAC1 staining
An asterisk follows results filed as active; i = inactive; ? = inconclusive; nt = not tested or not shown; & = joins results of further samples.

Below each SMILES: LYP phosphatase	Myeloid diff MLP	Myeloid diff MLP GFP+ MAC1+ %	HIV peptide binding	GPR55 antagonists	NTR1 ag	NTR1 ag cell count 20 µM	Salmonella PhoP GFP	Rac1 GTP hydrolysis	GPR35 antagonists	Siah-1 displacement
> CCc1ccc(N(C(=O)c2csnn2)C(C(=O)NC(C)(C)CC)c2ccccn2)cc1 (configuration not stated)
→ -4%	i	1.0	-1.0%	3%	0.4	34	5%	8%	6%	2%
> CCc1c(C2(O)CCCCC2)[nH]c2ccc(C(F)(F)F)cc12
→ -2%	i	1.5	2.5%	4%	27	88	-8%	3%	-16%	-4%
> CCN(Cc1ccccc1)S(=O)(=O)c1cc(C(=O)NC2CCCCCC2)ccc1OC
→ -2%	i	0.8	-1.5%	9%	5.1	89	5%	0%	-3%	4%
> CCOc1ccc(/C=N/N2CCN(Cc3ccccc3)CC2)cc1
→ -7%	i	0.1	-1.6%	1%	0.0	77	11%	-1%	-2%	-1%
> Cc1cccc(NC(=O)CNC(=O)c2ccc3nc[nH]c3c2)c1C
→ nt	i	1.1	nt	nt	-0.6	6	1%	0%	nt	nt
> C=CCNC(=O)CN1CCC(c2nc3ccccc3[nH]2)CC1
→ -9%	i	2.7	1.6%	3%	0.5	63	1%	8%	1%	-2%
> CC(C)CC(=O)NC(=S)Nc1cccc(NC(=O)c2ccccc2Cl)c1
→ 5%	i	0.3	0.1%	4%	4.3	73	4%	7%	3%	-1%
> Cc1cccc(C(=O)Oc2ccc(/C=N/O)cc2)c1
→ -1%	i	0.9	-0.3%	15%	-0.2	37	4%	9%	2%	13%
> CCC(C)C(NC(N)=O)C(=O)Nc1ccc(S(=O)(=O)Nc2ccc(OC)cc2)cc1 (configuration not stated)
→ -3%	i	0.2	1.0%	4%	3.0	39	10%	0%	17%	9%
> O=C(CSc1nnc(-c2ccc3c(c2)OCCO3)o1)N1CCCC1
→ -2%	i	1.0	0.1%	-8%	2.0	43	-8%	-12%	-26%	-5%
> Cn1c(=O)c2c(nc(Sc3ncccn3)n2Cc2ccccc2Cl)n(C)c1=O
→ -1%	i	0.3	-1.4%	-8%	-0.9	62	2%	7%	-1%	-2%
> Cn1c(COc2ccccc2)nnc1SCC(=O)c1cccc([N+](=O)[O-])c1
→ -8%	i	1.7	-3.5%	12%	0.2	47	6%	17%	8%	-1%
> O=C(CCc1ccccc1)NC(NC(=S)Nc1cccc(Cl)c1)C(Cl)(Cl)Cl (configuration not stated)
→ -7%	i	4.9	-0.4%	-6%	0.9	64	-6%	10%	9%	9%
> CCc1ccc(/C=C2\Oc3c(ccc(O)c3CN3CCN(CCO)CC3)C2=O)cc1
→ 3%	i	1.8	19%	-2%	0.2	58	-10%	-9%	1%	2%
> Nc1ncnc2c1ncn2[C@@H]1O[C@H](CO)C[C@@H]1O
→ -5%	nt	nt	-0.6%	7%	2.9	71	6%&-3%	nt	-16%	5%
> CCOc1ccc(N/C(C)=C/C(=O)c2ccc3c(c2)OCCO3)cc1
→ 2%	i	0.3	-0.2%	0%	2.7	63	1%	6%	6%	0%
> CCC(C)(C)n1nnnc1C(c1cc(OC)c(OC)c(OC)c1)N1CCN(c2ccccc2)CC1 (configuration not stated)
→ -7%	i	0.9	14%	15%	-0.1	69	-12%	0%	9%	-3%
> COc1cccc(C2CC(c3ccc(C)cc3)Nc3nc(N)nn32)c1 (configuration not stated)
→ 3%	i	1.3	-0.2%	2%	-5.4	43	-5%	-9%	-4%	1%
> COCC(=O)OCC(=O)c1cc(C)n(-c2ccc(Br)cc2)c1C
→ 0%	i	0.2	-2.3%	2%	0.7	95	3%	6%	2%	13%
> Cc1ccc(S(=O)(=O)NCc2ccc(C(=O)NCCCN3CCN(C)CC3)cc2)cc1
→ -7%	i	0.3	-0.1%	16%	-4.0	69	10%	5%	14%	4%
> Cn1c(SCc2ccc(C#N)cc2)nnc1-c1cccc(Cl)c1
→ -8%	i	0.9	-1.4%	-1%	3.4	98	1%	10%	1%	-1%
> COc1cc(NS(=O)(=O)c2ccc(NC(=O)/C=C/C(=O)O)cc2)nc(OC)n1
→ -1%	i	1.0	1.2%	-15%	0.5	49	-4%	11%	-5%	-8%
> O=C(Nc1ccccc1C(F)(F)F)NC1CCCCCCC1
→ -12%	i	7.6	1.2%	-4%	0.7	75	-12%	6%	10%	-2%
> CC(=O)OC(CC(=O)O)C[N+](C)(C)C (configuration not stated)
→ -1%	i	2.8	0.8%	1%	2.5	58	-3%	5%	-4%	6%
> CCOCCCNC(=O)CNC(=S)N(Cc1ccc(C)cc1)Cc1ccco1
→ -3%	i	0.4	2.1%	10%	-0.2	57	5%	5%	-11%	12%
> O=C(O)C(c1ccccc1)C1(O)CCCC1 (configuration not stated)
→ 2%	i	1.0	0.7%	8%	1.1	69	-9%	2%	-8%	10%
> O=C(CN1C(=O)NC2(CCc3ccccc32)C1=O)Nc1ccc(N2CCOCC2)cc1 (configuration not stated)
→ -2%	i	0.8	2.2%	7%	2.0	58	0%	8%	6%	0%
> Cc1ccc2cc(C#N)c(N3CCCN(S(=O)(=O)c4ccc(F)cc4)CC3)nc2c1
→ -3%	i	5.3	2.2%	19%	3.6	49	-4%	4%	-2%	-4%
> CCOC(=O)N1CCN(c2c(N3CCN(c4cccc(C)c4C)CC3)c(=O)c2=O)CC1
→ -10%	i	2.4	0.1%	-10%	nt	nt	9%	19%	-6%	2%
> C=CCn1c(SCC(=O)Nc2cccc(OC)c2)nnc1-c1cccnc1
→ 3%	i	1.5	-1.0%	-6%	-1.1	62	-3%	4%	-11%	0%
> O=C(Cc1ccc(Br)cc1)N1CCCCCC1
→ -6%	i	0.3	3.2%	16%	0.2	53	4%	1%	-18%	-1%
> COCCN(C(=O)CSc1nnc(-c2ccc(C(C)(C)C)cc2)n1N)c1c(N)n(CC(C)C)c(=O)[nH]c1=O
→ nt	i	0.4	nt	nt	-0.3	59	3%	-6%	nt	nt
> COc1cccc(N2CC(C(=O)Nc3nnc(SCC(=O)NC4CCCC4)s3)CC2=O)c1 (configuration not stated)
→ -4%	i	0.7	1.5%	-16%	1.0	73	-9%	7%	1%	-9%
> NS(=O)(=O)c1ccc(CCNC(=O)c2cccc([N+](=O)[O-])c2)cc1
→ -5%	i	1.1	-0.7%	0%	1.1	53	2%	-1%	18%	-2%
> CCCCNC(=O)NS(=O)(=O)c1ccc(NC(=O)CCC(=O)c2cccs2)cc1
→ -10%	i	0.7	-1.1%	9%	-1.7	83	-2%	6%	-1%	-1%
> O=C(NCc1ccco1)c1cc2nc(-c3ccc4c(c3)OCO4)cc(C(F)(F)F)n2n1
→ -3%	i	1.5	-2.2%	4%	4.7	72	-8%	10%	-9%	0%
> CCOc1cc(S(=O)(=O)NCc2ccc3c(c2)OCO3)c(C)cc1C
→ -4%	i	0.6	-0.1%	21%	3.1	73	-7%	6%	-8%	0%
> COc1ccc(NC(=O)N2C3CCCC2CC(NC(=O)c2ccccc2)C3)cc1 (configuration not stated)
→ -8%	i	3.9	0.9%	3%	1.3	67	5%	3%	1%	7%
> Cc1nc2c(C(=O)NCc3ccc4c(c3)OCO4)c[nH]n2c(=O)c1Cl
→ -2%	i	1.3	0.5%	-17%	3.4	74	25%	11%	-4%	0%
> ON(Cc1c(F)cccc1Cl)Cc1c(F)cccc1Cl
→ -3%	i	1.0	-0.7%	1%	-0.8	33	-7%	5%	-4%	-3%
> O=C(O)CC1C(=O)NCCN1Cc1ccc(F)c(F)c1 (configuration not stated)
→ -9%	i	1.2	-1.4%	7%	-1.4	89	10%	-1%	-1%	-5%
> COc1ccccc1NC(=O)CSc1ncnc2c1oc1ccccc12
→ -6%	i	0.6	-1.1%	6%	4.8	95	-6%	7%	-4%	2%
> O=C(COC(=O)c1cccc(C(=O)OCC(=O)c2ccc(Br)cc2)n1)c1ccc(Br)cc1
→ -5%	i	0.0	-1.9%	-2%	-2.1	80	25%	0%	-8%	-8%
> C[C@@H]1CN(C(=O)c2cc(COc3cccc(C(F)(F)F)c3)on2)C[C@H](C)O1
→ 2%	?	nt	-0.4%	-23%	1.5	73	-11%	5%	0%	-5%
> CN(CC(O)COCc1ccccc1F)C1CCCCC1 (configuration not stated)
→ -8%	i	0.2	0.2%	2%	-0.9	47	-2%	-13%	-7%	13%
> O=S(=O)(Nc1cccc(-n2cnnn2)c1)c1cnc(Cl)c(Cl)c1
→ -12%	i	1.7	2.9%	-2%	-0.8	60	5%	8%	4%	-1%
> Cc1nn(S(=O)(=O)N(C)C)c(C)c1CN1C(=O)c2ccccc2C1=O
→ 2%	i	8.8	-2.1%	-2%	-1.0	41	-2%	16%	-8%	-5%
> CCn1cc(C(=O)NCc2ccc3c(c2)OCO3)c(=O)c2cc(S(=O)(=O)N(C)C)ccc21
→ 2%	i	1.2	-2.2%	3%	1.1	67	-8%	8%	-5%	4%
> O=C(Nc1nc(-c2ccccc2)nc2ccccc12)c1ccc(F)cc1
→ -13%	i	0.3	-1.4%	14%	-0.7	95	-4%	3%	-17%	11%
> CCOC(=O)C1=C(N)Oc2cc(C)n(C)c(=O)c2C1c1ccncc1 (configuration not stated)
→ -6%	i	0.8	-1.6%	8%	-1.3	89	14%	3%	-4%	0%
> N#C/C(=C\c1ccc(Sc2nc3ccccc3[nH]2)o1)c1ccccc1
→ 6%	i	1.3	0.7%	5%	5.9	73	1%	17%	-8%	-2%
> CC1=NN(c2cccc(C(=O)O)c2)C(=O)/C1=C\C=C/c1ccccc1
→ 4%	?	nt	45%	3.3µM*	18	84	-15%	nt	6%	8%
> Cc1nn2c(CN(C(=O)CN3CCOCC3)c3ccccc3)nnc2c2ccccc12
→ -7%	i	0.2	0.9%	9%	0.0	59	24%	7%	14%	-2%

Bioassay records (PubChem BioAssay)
